# High-throughput results (PubChem)
# E coli growth – reduces bacterial viability in AddAB counter-screen; E. coli V3065 growth, OD600 absorbance, 18 h; inhibition, % at 11.9 µM; 0.27% of 330,000 active;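 active = inhibition above the campaign's mean inhibition across all tested compounds plus 3 SD, cut at about 9.9% in these data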;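 note: uninfected addAB+ strain grown without phage in ampicillin broth; 0% = DMSO wells and 100% = ciprofloxacin 0.95 µg/ml wells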
# Tat transport – inhibitors of E. coli Tat protein transport. inhibition, % at 10 µM. AID 488895. 0.036% of 340,000 active. E. coli MC4100 TorA-mCherry Tat export, fluorescence;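 active = mean replicate inhibition at least 50% and at least half of replicates individually reaching 50%; inconclusive = only one of the two criteria met; inactive = neither criterion met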;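 note: exported cargo escapes ClpAP degradation while cytoplasmic cargo is degraded and loses fluorescence; 0% = median of neutral control wells and 100% = median of NaSCN control wells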
# CAL PDZ FP – inhibitors of human CAL PDZ peptide binding | 0.02% of 330,000 active | purified CAL PDZ, TMR-peptide fluorescence polarization, 1 h | inhibition, % at 20 µM;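 active = highest replicate inhibition of at least 40%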;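 note: plate controls were DMSO neutral control wells for no effect and unlabeled competitor peptide control wells for full effect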
#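 Material: tagged CAL PDZ domain; buffer or medium: 25 mM sodium phosphate pH 7.4, 150 mM NaCl, TCEP, IgG, Thesit; compound dosing: single point, 20 µM; schedule: 1 h incubation at room temperature before polarization reading; measured by: FP readout, S and P plane fluorescence; read-out basis: percent inhibition from loss of millipolarization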
# AddAB inh – less growth of phage-infected E. coli with AddAB; AID 435030; inhibition, % at 11.9 µM; E. coli expressing H. pylori AddAB, absorbance growth; 0.29% of 330,000 active; in the data active = inhibition above about 12%;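 note: 0% = vehicle wells of infected cells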
# PfHsp90 set2 – growth inhibition of yeast expressing Plasmodium Hsp90; S. cerevisiae expressing PfHsp90, BacTiter-Glo ATP, 48 h; yeast lacking PDR1 and PDR3 efflux regulators; inhibition, % at 9.4 µM; 0.32% of 310,000 active; AID 504621;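 active = every replicate shows inhibition above about 80%, whatever the replicate mean, limit read from the data; inconclusive = mean inhibition reaches the set limit but some replicate falls short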;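 note: 0% = DMSO neutral controls and 100% = 20 µM radicicol positive controls; yeast relying on Plasmodium falciparum Hsp90 in place of its own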
# DAGLB inh – diacylglycerol lipase beta (human) inhibition; inhibition, % at 5.17 µM; 0.059% of 340,000 active; Q8NCG7; AID 504411; HEK293T DAGLB membrane lysate, EnzChek fluorogenic substrate; in the data active = inhibition above about 34%;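 note: 0% = enzyme with vehicle and 100% = wells lacking enzyme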
# Target sequence (Q8NCG7 whole entry, looked up): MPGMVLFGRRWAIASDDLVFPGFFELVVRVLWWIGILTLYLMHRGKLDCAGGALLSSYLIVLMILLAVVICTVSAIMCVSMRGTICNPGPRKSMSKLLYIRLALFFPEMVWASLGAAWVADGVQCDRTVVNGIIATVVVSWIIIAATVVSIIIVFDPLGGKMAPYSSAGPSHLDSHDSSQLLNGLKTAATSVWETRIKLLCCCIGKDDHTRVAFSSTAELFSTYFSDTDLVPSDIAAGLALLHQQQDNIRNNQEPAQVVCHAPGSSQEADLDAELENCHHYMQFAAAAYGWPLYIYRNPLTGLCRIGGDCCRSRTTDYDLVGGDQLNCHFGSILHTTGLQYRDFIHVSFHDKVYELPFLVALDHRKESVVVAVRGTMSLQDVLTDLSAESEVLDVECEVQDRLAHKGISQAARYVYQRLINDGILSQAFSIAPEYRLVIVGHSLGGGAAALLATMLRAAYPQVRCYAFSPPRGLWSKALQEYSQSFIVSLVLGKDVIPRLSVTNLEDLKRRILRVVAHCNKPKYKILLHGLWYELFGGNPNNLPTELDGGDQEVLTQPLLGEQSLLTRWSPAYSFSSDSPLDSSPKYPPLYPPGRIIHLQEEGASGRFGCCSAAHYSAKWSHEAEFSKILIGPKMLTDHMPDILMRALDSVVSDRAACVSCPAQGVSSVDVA
# Rtt109 HAT inh – blocks Candida albicans Rtt109/Vps75 acetyltransferase activity | purified Rtt109/Vps75, ThioGlo CoA-SH fluorescence, 4 h | 0.16% of 330,000 active | Q5AAJ8 | AID 540336 | inhibition, % at 34.9 µM;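 active = inhibition of at least 50% in every replicate; inconclusive = best replicate reaches 50% inhibition but some replicates fall short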
# Target sequence (Q5AAJ8 whole entry, looked up): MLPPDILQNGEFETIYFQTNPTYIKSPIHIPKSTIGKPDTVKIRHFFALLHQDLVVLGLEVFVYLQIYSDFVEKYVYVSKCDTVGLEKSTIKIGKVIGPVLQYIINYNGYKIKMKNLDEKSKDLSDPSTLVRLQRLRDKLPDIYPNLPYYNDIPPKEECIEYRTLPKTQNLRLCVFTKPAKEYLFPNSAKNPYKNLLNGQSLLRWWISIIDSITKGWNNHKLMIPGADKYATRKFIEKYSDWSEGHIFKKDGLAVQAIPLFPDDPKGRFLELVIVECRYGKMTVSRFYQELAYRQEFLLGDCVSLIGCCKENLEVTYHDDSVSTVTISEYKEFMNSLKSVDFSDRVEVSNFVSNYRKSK
# phage Ecoli inh – E. coli growth loss with phage present | growth absorbance | 0.26% of 360,000 active | AID 651602 | inhibition, % at 11.9 µM; in the data active = inhibition above about 11%
# Wnt bcat act – Wnt/beta-catenin pathway activation. Wnt/beta-catenin reporter cell assay, activator, plate reader. activation, % at 9.35 µM. 1.2% of 300,000 active. AID 743398; in the data active = activation above about 30%, passing the limit was not always enough; inconclusive = no clear call, values can overlap the other calls;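 note: 0% = neutral control wells and 100% = positive control wells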
# PvdQ inh – P. aeruginosa PvdQ acylase inhibition | inhibition, % at 10 µM | 0.063% of 340,000 active | purified PvdQ acylase, fluorescence plate reader; in the data active = inhibition above about 30%, passing the limit was not always enough; inconclusive = no clear call, values can overlap the other calls;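 note: 0% = vehicle neutral wells and 100% = reference inhibitor wells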
# Starred values were filed as active, the others as inactive; ? = inconclusive; / = no result given.
1	Cc1ccc(NC(=S)NNC(=O)c2ccccc2O)c(C)c1
2	O=C1N(CN2CCC3(CC2)OCCO3)c2ccccc2C12OCCCO2
3	C/C(=N\NC(=O)c1ccc(Cl)cc1)c1cccc(NC(=O)C(C)C)c1
4	Cc1nc(NC(C)c2ccccc2)sc1C(=O)Nc1ccccc1 (stereo unspecified)
5	CCc1ccc(NC(=O)CSc2nc3ccccc3c(=O)n2CCN2CCOCC2)cc1
6	CCN(CC)S(=O)(=O)c1ccc(NC(=O)c2ccc(NS(C)(=O)=O)cc2)cc1
7	COC(=O)[C@@]1(Cc2ccc(F)cc2)[C@H]2c3cc(C(=O)N(C)C)n(CCc4ccccn4)c3C[C@H]2CN1C(=O)c1ccccc1
8	CCOc1ccc(NS(=O)(=O)c2ccc(C(=O)NCC(c3ccco3)N3CCCC3)cc2)cc1 (stereo unspecified)

compound no.	1	2	3	4	5	6	7	8
E coli growth	3.2	-1.4	-0.8	-1.3	1.3	0.1	-0.7	1.8
Tat transport	5	-7	1	0	13	-4	/	-1
CAL PDZ FP	-2.2	-0.4	-3.3	0.1	-2.1	-1.1	/	-0.1
AddAB inh	4.9	0.4	-0.7	1.4	2.0	0.1	1.9	0.1
PfHsp90 set2	-26	13	17	12	17	5	/	14
DAGLB inh	7	-1	-8	4	-2	-2	/	0
Rtt109 HAT inh	9	3	4	-6	0	2	/	5
phage Ecoli inh	4.9	4.5	1.9	4.0	0.0	0.3	1.6	2.1
Wnt bcat act	3	-2	-2	/	-5	-5	3	-2
PvdQ inh	-5	-12	-15	-5	-14	-11	/	-21

9	O=C(CCNc1n[nH]c(=O)[nH]c1=O)N/N=C/c1ccccc1Br
10	CCOC(=O)c1c(-c2ccc(F)cc2)csc1NC(=O)C1CCCO1 (stereo unspecified)
11	CC(C(=O)N1CCC(C(N)=O)CC1)N(c1ccc(Oc2ccccc2)cc1)S(C)(=O)=O (stereo unspecified)
12	Cn1c2ccccc2c2cc(C(=O)N3CCN(CCO)CC3)sc21
13	NC(=S)N/N=C/c1ccc2c(c1)OCCO2
14	CCCS(=O)(=O)N1CCC(Cc2ccc(OC)cc2)(C(=O)OCC)CC1
15	COc1ccccc1OCCCOc1c(Cl)cc(C)cc1Cl
16	O=C(CN1C(=O)c2cccc3cccc1c23)N1CCN(c2ccc(F)cc2)CC1

compound no.	9	10	11	12	13	14	15	16
E coli growth	0.8	0.3	-3.7	-2.5	0.9	2.4	1.3	-1.4
Tat transport	-8	3	-10	13	-2	4	10	1
CAL PDZ FP	-0.6	-2.7	0.0	0.6	-3.2	-0.4	-0.1	1.4
AddAB inh	4.7	1.1	-0.1	5.7	2.9	2.0	1.9	-3.7
PfHsp90 set2	1	-11	-3	26	3	-58	-2	13
DAGLB inh	1	-9	1	0	0	-1	-17	-3
Rtt109 HAT inh	4	-3	10	-5	2	-3	1	-13
phage Ecoli inh	2.8	2.1	2.3	0.6	3.6	3.4	2.1	1.8
Wnt bcat act	1	-2	-5	/	4	1	/	/
PvdQ inh	5	-12	-6	3	12	-1	3	-2

17	CCS(=O)(=O)NCCc1csc(C)n1
18	COc1cc(-c2cc(OC)c(O)c(OC)c2)cc(OC)c1O
19	CCCNC(=O)C1CC(c2cccc(F)c2)=NO1 (stereo unspecified)
20	Cc1[nH]c2ccccc2c1N=Nc1cccc(C(=O)O)c1
21	NC(=O)C1CCN(c2nc(-c3ccccc3C(F)(F)F)cs2)CC1
22	COc1ccc(C2(NC(C)=O)CCN(Cc3cccnc3)CC2)cc1
23	COc1ccc(/C=C/C(=O)c2ccc([N+](=O)[O-])o2)cc1OC
24	COc1cc2cc(C[C@H](C)O)oc(=O)c2cc1OC

compound no.	17	18	19	20	21	22	23	24
E coli growth	0.9	/	0.5	-1.5	-0.6	-0.9	1.5	0.1
Tat transport	-9	-1	3	-7	0	-5	/	-5
CAL PDZ FP	-0.8	-0.2	0.0	-1.5	0.4	4.3	/	0.0
AddAB inh	-2.1	/	0.9	2.7	1.9	2.4	5.5	1.2
PfHsp90 set2	6	-10	-5	5	/	-9	/	7
DAGLB inh	0	0	1	7	3	1	/	-2
Rtt109 HAT inh	-3	-5	-4	?	-5	9	/	0
phage Ecoli inh	1.2	1.0	3.0	2.2	0.0	-0.4	3.8	1.7
Wnt bcat act	/	-1	-1	/	14	1	-28	-1
PvdQ inh	11	2	17	-2	-9	-6	/	-4

25	CCN(CC)CCNC(=O)c1ccc(NC(=O)c2c(C)nn(-c3ccc(F)cc3)c2Cl)cc1
26	CCC(c1nnc(SCC(=O)N2CC3(C)CC2CC(C)(C)C3)o1)N(C)C (stereo unspecified)
27	O=C(COc1ncnc2sccc12)N1CCN(S(=O)(=O)c2ccc(Cl)cc2)CC1
28	Cc1c(/C(O)=C2\C(=O)C(=O)N(CCN(C)C)C2c2ccco2)cnn1-c1ccccc1 (stereo unspecified)
29	Cc1ccc(-c2[nH]c3ccccc3c2SCCN)cc1
30	CC1CN(c2ccccn2)C(C)CN1C(=S)Nc1ccccc1 (stereo unspecified)
31	O=C(NCCc1cn2ccccc2n1)C1CCCCC1
32	O=C1/C(=C\c2ccc(O)c(O)c2)SC(=S)N1Cc1ccccc1

compound no.	25	26	27	28	29	30	31	32
E coli growth	-0.4	0.6	2.1	-0.3	0.8	/	-1.3	/
Tat transport	0	-5	2	-2	6	-12	-7	?
CAL PDZ FP	-2.1	-0.5	/	-0.9	/	0.3	-0.8	-4.7
AddAB inh	1.6	0.5	-1.5	0.5	4.9	/	2.0	/
PfHsp90 set2	-29	/	2	11	11	-4	-20	122*
DAGLB inh	1	-4	2	-3	0	0	-3	30
Rtt109 HAT inh	4	10	0	-9	-6	-11	0	2
phage Ecoli inh	0.9	2.2	-0.2	-0.3	7.9	2.9	1.4	7.9
Wnt bcat act	0	2	/	/	12	-1	0	-4
PvdQ inh	-15	0	-10	3	-12	-13	2	-3

# Shown bar-delimited: entries from further up.
item | compound | E coli growth | Tat transport | CAL PDZ FP | AddAB inh | PfHsp90 set2 | DAGLB inh | Rtt109 HAT inh | phage Ecoli inh | Wnt bcat act | PvdQ inh
25 | CCN(CC)CCNC(=O)c1ccc(NC(=O)c2c(C)nn(-c3ccc(F)cc3)c2Cl)cc1 | -0.4 | 0 | -2.1 | 1.6 | -29 | 1 | 4 | 0.9 | 0 | -15
26 | CCC(c1nnc(SCC(=O)N2CC3(C)CC2CC(C)(C)C3)o1)N(C)C (stereo unspecified) | 0.6 | -5 | -0.5 | 0.5 | / | -4 | 10 | 2.2 | 2 | 0
27 | O=C(COc1ncnc2sccc12)N1CCN(S(=O)(=O)c2ccc(Cl)cc2)CC1 | 2.1 | 2 | / | -1.5 | 2 | 2 | 0 | -0.2 | / | -10
28 | Cc1c(/C(O)=C2\C(=O)C(=O)N(CCN(C)C)C2c2ccco2)cnn1-c1ccccc1 (stereo unspecified) | -0.3 | -2 | -0.9 | 0.5 | 11 | -3 | -9 | -0.3 | / | 3
29 | Cc1ccc(-c2[nH]c3ccccc3c2SCCN)cc1 | 0.8 | 6 | / | 4.9 | 11 | 0 | -6 | 7.9 | 12 | -12
30 | CC1CN(c2ccccn2)C(C)CN1C(=S)Nc1ccccc1 (stereo unspecified) | / | -12 | 0.3 | / | -4 | 0 | -11 | 2.9 | -1 | -13
31 | O=C(NCCc1cn2ccccc2n1)C1CCCCC1 | -1.3 | -7 | -0.8 | 2.0 | -20 | -3 | 0 | 1.4 | 0 | 2
32 | O=C1/C(=C\c2ccc(O)c(O)c2)SC(=S)N1Cc1ccccc1 | / | ? | -4.7 | / | 122* | 30 | 2 | 7.9 | -4 | -3

# The list continues.
33	Cc1cc(=O)oc2c(C)c(OCC(=O)Nc3cccnc3)ccc12
34	COc1ccc(-n2nc(C(=O)NCC(=O)N3CCN(c4cccc(Cl)c4)CC3)c3ccccc3c2=O)c(OC)c1
35	CCn1cc(/C=C/C(=O)c2ccc(O)cc2)c(C)n1
36	Cc1cc(C)c(C#N)c(SCC(=O)Nc2ccccc2)n1
37	COc1ccccc1NC(=O)c1nn(-c2ccc(F)c(F)c2)ccc1=O
38	Cc1ccc(CNC(=O)c2cc3c(=O)n4ccccc4nc3n(Cc3ccco3)c2=N)cc1
39	COc1ccc(/C=C/C(=O)NC(=S)NN2CCCCC2c2cccnc2)cc1OC (stereo unspecified)
40	CCC(C)(C)C1CCC(NC(=O)c2ccc(S(=O)(=O)N3CCOCC3)cc2)CC1 (stereo unspecified)

compound no.	33	34	35	36	37	38	39	40
E coli growth	-1.3	4.0	0.1	-2.0	-2.1	0.1	-2.0	0.9
Tat transport	-12	5	7	-1	10	-4	2	-2
CAL PDZ FP	1.8	-0.6	1.4	-0.5	-0.4	-1.0	-3.1	-0.3
AddAB inh	0.4	4.6	0.2	3.1	1.0	-1.0	5.4	3.5
PfHsp90 set2	4	-5	11	-12	-3	5	9	2
DAGLB inh	-3	-2	-1	-6	-3	13	2	-1
Rtt109 HAT inh	-10	-2	15	1	0	-8	-2	-1
phage Ecoli inh	2.3	1.6	2.8	1.7	0.5	2.0	1.3	1.8
Wnt bcat act	9	3	8	39*	-1	/	-3	-5
PvdQ inh	-2	2	-8	17	20	6	-10	-1

41	CN(C)S(=O)(=O)c1cccc(NC(=O)COC(=O)c2ccc([N+](=O)[O-])o2)c1
42	CSc1ccccc1C(=O)NCCSc1ccccc1
43	COc1ccc2c(c1OC)C(=O)N1c3ccccc3C(=O)N(c3ccccc3F)C21 (stereo unspecified)
44	CCOC(=O)c1sc(NC(=O)c2cc3c(s2)CCC(C)C3)nc1C (stereo unspecified)
45	COc1ccc(CC(=O)NNS(=O)(=O)c2ccc(F)cc2)cc1
46	Nc1c(-c2ccccc2)sc2ccc3ccccc3[n+]12
47	CCCN(CC(=O)Nc1ccccc1OC)C(=O)Cn1c(=O)oc2ccccc21
48	Nc1ccc(Br)cc1-c1nc2ccccc2[nH]c1=O

compound no.	41	42	43	44	45	46	47	48
E coli growth	-0.5	-0.6	0.8	0.2	0.4	0.8	/	0.9
Tat transport	-21	2	-2	-5	3	5	3	-3
CAL PDZ FP	-0.6	-3.3	-0.9	-0.5	-2.3	-2.1	-1.0	0.0
AddAB inh	1.9	1.6	3.8	-1.1	1.5	2.7	/	2.0
PfHsp90 set2	14	16	6	-6	-23	-3	2	12
DAGLB inh	0	-2	1	-5	0	1	-3	7
Rtt109 HAT inh	-4	-3	0	15	8	31	4	-1
phage Ecoli inh	1.5	2.3	1.8	1.0	0.5	0.2	3.0	6.5
Wnt bcat act	0	/	/	/	1	3	4	6
PvdQ inh	-9	10	-14	-6	-12	15	-15	-5

49	COc1cc(/C=C/C(=O)OCC(=O)NC(=O)NC23CC4CC(CC(C4)C2)C3)ccc1OCC#N
50	Cc1ccc(/C=C2/C(=N)N3N=C(CC(=O)N4CCCC4)SC3=NC2=O)o1
51	CCc1nc2ccccc2c(=O)n1NC(=O)c1c(O)c2ccccc2[nH]c1=O
52	COc1ccc(CCNC(=O)CC(C)(C)CC2=NS(=O)(=O)c3ccccc3N2)cc1OC

compound no.	49	50	51	52
E coli growth	-2.9	0.3	-3.5	-0.7
Tat transport	-2	?	5	-4
CAL PDZ FP	-3.1	-1.3	-0.8	-0.7
AddAB inh	-1.5	4.8	-0.8	4.0
PfHsp90 set2	4	-8	-3	-18
DAGLB inh	-1	2	24	0
Rtt109 HAT inh	3	14	7	-2
phage Ecoli inh	1.2	1.5	3.0	0.4
Wnt bcat act	/	0	-4	0
PvdQ inh	4	13	6	5
